DAGLB inhibitor: blocks human DAGLB lipase activity; Q8NCG7; HEK293T DAGLB membrane lysate, EnzChek fluorogenic substrate; inhibition, % at 5.17 µM; hit rate 0.059% among 340,000; in the data active = inhibition above about 34%;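 also: 0% = enzyme with vehicle and 100% = wells lacking enzyme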
Target sequence (Q8NCG7 whole entry, looked up): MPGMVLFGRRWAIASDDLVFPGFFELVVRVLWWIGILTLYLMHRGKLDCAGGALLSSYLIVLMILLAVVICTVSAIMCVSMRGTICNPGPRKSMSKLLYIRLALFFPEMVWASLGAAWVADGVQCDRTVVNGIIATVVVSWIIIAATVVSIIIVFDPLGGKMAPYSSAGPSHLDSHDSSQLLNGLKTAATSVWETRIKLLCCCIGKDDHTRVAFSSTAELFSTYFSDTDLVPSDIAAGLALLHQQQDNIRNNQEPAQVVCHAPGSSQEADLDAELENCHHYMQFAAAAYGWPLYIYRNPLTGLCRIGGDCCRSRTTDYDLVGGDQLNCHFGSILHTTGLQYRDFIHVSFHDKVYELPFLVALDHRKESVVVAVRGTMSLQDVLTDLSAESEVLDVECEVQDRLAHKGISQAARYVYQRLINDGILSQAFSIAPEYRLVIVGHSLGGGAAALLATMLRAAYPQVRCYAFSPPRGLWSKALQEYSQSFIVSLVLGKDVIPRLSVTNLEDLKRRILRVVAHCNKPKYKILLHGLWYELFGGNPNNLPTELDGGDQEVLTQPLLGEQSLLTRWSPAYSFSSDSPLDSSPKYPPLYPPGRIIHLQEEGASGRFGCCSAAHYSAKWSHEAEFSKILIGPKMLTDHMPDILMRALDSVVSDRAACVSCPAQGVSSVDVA
PvdQ inh: blocks Pseudomonas aeruginosa PvdQ acylase activity. inhibition, % at 10 µM. AID 488965. hit rate 0.063% among 340,000. purified PvdQ acylase, fluorescence plate reader; in the data active = inhibition above about 30%, passing the limit was not always enough;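 also: 0% = vehicle neutral wells and 100% = reference inhibitor wells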
Rtt109 Vps75: C. albicans Rtt109 histone acetyltransferase inhibition. Q5AAJ8. purified Rtt109/Vps75, ThioGlo CoA-SH fluorescence, 4 h. inhibition, % at 34.9 µM. hit rate 0.16% among 330,000;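 active = inhibition of at least 50% in every replicate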
Target sequence (Q5AAJ8 whole entry, looked up): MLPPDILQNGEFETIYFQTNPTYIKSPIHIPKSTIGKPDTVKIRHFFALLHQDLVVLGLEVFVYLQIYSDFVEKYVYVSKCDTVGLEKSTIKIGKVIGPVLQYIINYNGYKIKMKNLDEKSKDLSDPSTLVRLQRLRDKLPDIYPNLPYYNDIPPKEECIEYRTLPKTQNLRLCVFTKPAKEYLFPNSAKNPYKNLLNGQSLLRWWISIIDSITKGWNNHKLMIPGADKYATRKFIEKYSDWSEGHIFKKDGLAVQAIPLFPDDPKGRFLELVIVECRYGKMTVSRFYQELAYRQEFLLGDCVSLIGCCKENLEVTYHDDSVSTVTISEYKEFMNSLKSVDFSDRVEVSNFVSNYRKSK
Ecoli viability: reduces bacterial viability in AddAB counter-screen; E. coli V3065 growth, OD600 absorbance, 18 h; inhibition, % at 11.9 µM; hit rate 0.27% among 330,000; AID 449728;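 active = inhibition above the campaign's mean inhibition across all tested compounds plus 3 SD, cut at about 9.9% in these data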;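 also: uninfected addAB+ strain grown without phage in ampicillin broth; 0% = DMSO wells and 100% = ciprofloxacin 0.95 µg/ml wells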
AddAB inh: less growth of phage-infected E. coli with AddAB; E. coli expressing H. pylori AddAB, absorbance growth; inhibition, % at 11.9 µM; hit rate 0.29% among 330,000; in the data active = inhibition above about 12%;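 also: 0% = vehicle wells of infected cells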
Tat export inh: inhibitors of E. coli Tat protein transport; AID 488895; E. coli MC4100 TorA-mCherry Tat export, fluorescence; inhibition, % at 10 µM; hit rate 0.036% among 340,000;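 active = mean replicate inhibition at least 50% and at least half of replicates individually reaching 50%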;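 also: exported cargo escapes ClpAP degradation while cytoplasmic cargo is degraded and loses fluorescence; 0% = median of neutral control wells and 100% = median of NaSCN control wells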
Wnt act: activates Wnt/beta-catenin signaling in a reporter cell assay | AID 743398 | activation, % at 9.35 µM | hit rate 1.2% among 300,000 | activator, plate reader; in the data active = activation above about 30%, passing the limit was not always enough;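 also: 0% = neutral control wells and 100% = positive control wells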
PfHsp90 set2: reduces growth (ATP signal) of yeast expressing P. falciparum Hsp90; S. cerevisiae expressing PfHsp90, BacTiter-Glo ATP, 48 h; yeast lacking PDR1 and PDR3 efflux regulators; inhibition, % at 9.4 µM; AID 504621; hit rate 0.32% among 310,000;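 active = every replicate shows inhibition above about 80%, whatever the replicate mean, limit read from the data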;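 also: 0% = DMSO neutral controls and 100% = 20 µM radicicol positive controls; yeast relying on Plasmodium falciparum Hsp90 in place of its own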
phage Ecoli inh: E. coli growth loss with phage present. hit rate 0.26% among 360,000. inhibition, % at 11.9 µM. growth absorbance; in the data active = inhibition above about 11%
CAL PDZ inh: inhibitors of human CAL PDZ peptide binding; inhibition, % at 20 µM; Q9HD26; AID 504414; hit rate 0.02% among 330,000; purified CAL PDZ, TMR-peptide fluorescence polarization, 1 h;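 active = highest replicate inhibition of at least 40%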;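 also: plate controls were DMSO neutral control wells for no effect and unlabeled competitor peptide control wells for full effect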
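Test system: tagged CAL PDZ domain / Buffer or medium: sodium phosphate/NaCl buffer pH 7.4 with TCEP, IgG, Thesit / Reagent: TMR-labelled reporter peptide T*-PRC34 bound in PDZ groove / Compound dosing: single point, 20 µM / Schedule: 1 h incubation at room temperature before polarization reading / Technique: fluorescence polarization (mP) / Benchmarks: unlabelled peptide, DMSO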
An asterisk follows results filed as active; . = no result given.

Values run as follows: DAGLB inhibitor	PvdQ inh	Rtt109 Vps75	Ecoli viability	AddAB inh	Tat export inh	Wnt act	PfHsp90 set2	phage Ecoli inh	CAL PDZ inh
CCCCN(CC)CCNC(=O)c1cc2c(=O)n(C)c3ccccc3c2n1C
 : 1	-1	8	-1.9	5.6	8	-1	-63	2.4	-1.9
COc1ccc(-c2cc(C(F)(F)F)n3ncc(C(=O)N(C)Cc4ccccc4)c3n2)cc1
 : .	-6	-6	-0.2	-0.3	10	-2	2	3.4	-2.5
COc1ccc(C(=O)NCc2ccc3c(c2)cc(C)n3C)cc1OC
 : 1	1	7	0.9	1.4	-1	0	5	3.1	-0.5
CC(C)C(C(=O)Nc1sc2c(c1C#N)CCCCC2)N1C(=O)c2ccccc2C1=O (configuration not stated)
 : -2	-10	-1	-4.6	3.0	11	-1	-18	1.8	0.6
CC1CCCc2sc3ncn(N)c(=N)c3c21 (configuration not stated)
 : 0	-14	-8	0.2	0.3	-8	-2	2	3.6	-1.0
CCCCN1CC(=O)N2[C@H](c3ccc(OC)cc3)[C@@H]3C(=O)N(CC)C(=O)[C@@H]3[C@]2(Cc2ccccc2)C1=O
 : 0	4	5	-2.4	-0.1	-3	-3	14	1.4	-0.2
CCOC(=O)C1(CCOc2ccccc2)CCN(Cc2ccc(OCCO)cc2)CC1
 : -4	4	1	0.3	3.2	6	-1	-5	1.9	-0.6
COCCn1c(SCC(=O)Nc2ccc(C(C)=O)cc2)nc2c([nH]c3ccccc32)c1=O
 : 5	-7	2	-0.2	0.3	0	1	.	0.9	-1.6
O=C(Nc1ccccc1)c1ccc(Br)c(S(=O)(=O)Nc2cccnc2)c1
 : 0	-4	-1	3.8	5.1	-17	.	1	3.8	0.1
CCc1ccccc1N/N=C(/C)c1c(O)cc(C)oc1=O
 : -4	-14	0	1.0	4.5	2	2	-30	0.8	-0.4
Cc1ncc([N+](=O)[O-])n1CCOC(=O)NC(Nc1ccc(F)cc1)C(Cl)(Cl)Cl (configuration not stated)
 : 5	-9	-1	-0.3	-0.3	15	-1	9	2.1	-0.7
CCOC(=O)CNC(=O)Cn1cnc2c(nnn2-c2cccc(Cl)c2)c1=O
 : 0	-11	-4	-5.0	-2.2	-6	.	-5	1.2	-3.8
Cc1c(Cl)cccc1-n1c(SCC(=O)N(C)Cc2ccccc2)nnc1-c1ccncc1
 : 1	-17	.	0.7	1.8	5	.	.	0.9	-2.4
CCOC(=O)/C=C/C(=O)Nc1ccc(S(=O)(=O)N2CCCCCC2)cc1
 : 1	1	-4	2.2	1.5	-7	-2	.	0.3	-0.9
O=C(Cc1nnc(NC(=O)Nc2ccc(F)cc2)s1)Nc1ccccc1
 : 1	-17	-2	1.3	3.4	-10	-5	16	3.7	-2.9
O=C(NC1CC1)C1=C[C@H](c2ccc(C(F)(F)F)cc2)C[C@H](OCc2ccc(CO)cc2)O1
 : 3	-8	0	-0.2	-1.3	-5	0	-13	2.4	-0.5
COc1ccc(C)cc1S(=O)(=O)NCC(c1cccnc1)N1CCc2ccccc2C1 (configuration not stated)
 : 1	12	11	2.9	-0.7	0	1	2	-0.5	-1.9
COc1cc(/C=C(/C#N)c2ccc(F)cc2)ccc1OCc1ccc(C(=O)O)o1
 : 4	-7	.	-1.6	0.1	19	.	.	1.4	-4.0
O=C(CN(Cc1ccc(F)cc1)C(=O)CCC(=O)Nc1ccccn1)NCc1ccco1
 : 3	-15	-2	1.2	1.9	0	-3	7	-1.0	-1.1
C=CCc1cccc2cc(C(=O)Nc3cccc(C(=O)O)c3)c(=O)oc12
 : .	.	.	4.1	2.5	.	17	.	2.8	.
COc1cccc(C2=NN(C(=O)c3cccs3)C(O)(C(F)(F)F)C2)c1 (configuration not stated)
 : -7	-12	-27	0.3	7.6	0	6	-4	0.3	-1.5
O=C(COC(=O)/C=C/c1cccc(C(F)(F)F)c1)Nc1ccc(Cl)cn1
 : -2	-11	1	1.1	3.6	-8	0	.	-1.1	-0.9
CCc1c(O)cc2n(c1=O)-c1ccc(Cl)cc1C2(C)C
 : 0	-11	-17	-1.2	-1.2	-4	.	-4	1.8	.
Nc1ccc2oc(CCc3ccccc3)nc2c1
 : 4	-12	6	0.6	0.3	-6	.	43	.	0.6
Cc1nc2sccn2c(=O)c1S(=O)(=O)N1CCN(c2ccccc2)CC1
 : 1	2	-9	2.6	-1.9	18	1	17	1.2	-0.6
COc1ccccc1OCCNC(=O)CSC(=S)N1CCCC1
 : 2	-10	-9	2.4	2.5	-7	-1	7	1.1	-1.0
CC(=O)O[C@]1(C(C)=O)CCC2C3C=C(C)C4=CC(=O)CC[C@]4(C)C3CC[C@@]21C (some centres not stated)
 : -6	-26	-12	-1.4	-1.3	-1	-1	-7	1.2	-2.8
CN(C)S(=O)(=O)c1ccc(C(=O)Nc2ccccc2[N+](=O)[O-])cc1
 : 1	-8	-6	0.9	1.6	18	5	-24	4.1	-0.7
CCOc1cccc2sc(N(CCN(C)C)C(=O)CCS(=O)(=O)c3ccccc3)nc12
 : 1	-17	-2	2.4	-1.9	0	-1	-2	1.2	-2.1
COc1ccc(-c2nc(CSCC(=O)NCc3ccc4c(c3)OCO4)c(C)o2)cc1
 : -1	-8	4	-0.9	1.8	2	-2	-9	4.2	-0.9
Cc1nc(OCc2c(C)noc2C)c2ccccc2n1
 : -1	-4	-3	0.2	3.0	1	-2	14	1.5	0.2
Cc1ccc(S(=O)(=O)NN=C2C3CC4CC(C3)CC2C4)cc1[N+](=O)[O-]
 : 1	8	12	0.9	3.7	6	-2	-12	0.9	0.0
O=[N+]([O-])c1ccc(S(=O)(=O)N2CCN(c3ccc(N4CCOCC4)nn3)CC2)cc1
 : 0	7	6	0.2	1.7	1	-7	-23	3.2	-1.0
COc1ccc(C(CNc2nc(-c3cccnc3)nc3ccccc23)N(C)C)cc1 (configuration not stated)
 : 0	-9	3	0.9	0.3	-6	1	6	-0.5	-15
Cc1cccc(CCNC(=O)C2CCN(S(=O)(=O)N3CCOCC3)CC2)c1
 : 3	1	5	-0.4	1.0	4	-1	-14	0.2	0.9
CC(=O)c1ccccc1NC(=O)C1CCCN(C(=O)c2ccc(Cl)cc2)C1 (configuration not stated)
 : -2	-9	1	0.5	2.3	-3	-1	-20	3.2	0.6
Cn1nnnc1SCc1ccc(CSc2nnnn2C)cc1
 : -2	6	-4	-3.6	2.3	0	25	-12	4.0	-2.5
O=C(Nc1ccc(Oc2cccnc2)cc1)c1cccc([N+](=O)[O-])c1
 : 0	-18	9	2.2	4.7	9	.	-15	.	1.0
O=C(/C=C/c1ccccc1)NC(NC(=S)Nc1ccc(Cl)cc1)C(Cl)(Cl)Cl (configuration not stated)
 : -32	-10	4	3.5	4.5	-8	.	35	4.8	-1.7
O=C(Nc1ccccc1)C1CCCN1C(=O)NCc1ccccc1 (configuration not stated)
 : 1	0	-10	0.2	-0.7	-1	-2	-14	0.9	-0.2
O=[N+]([O-])c1cccc(COc2ccccc2CN2CCCC2)c1
 : -4	4	-10	.	.	1	-2	8	5.2	2.4
N#Cc1nccnc1N1CCN(C(=O)Nc2ccccc2)CC1
 : -5	5	-5	4.3	3.1	21	-1	3	1.6	-0.1
Cc1ccc(/C=N/n2c(-c3cccc(Cl)c3)n[nH]c2=S)o1
 : .	.	.	-0.7	0.6	.	0	.	-0.7	.
Cc1ccc(C(=O)/C=C2/NC(=O)CS2)cc1
 : 1	-13	-9	0.4	1.8	-3	13	14	-0.9	-0.3
CCN(CC)CCCNC(=O)c1cc(Nc2ccc(OC)cc2)nc2ccccc12
 : 4	-3	-1	-2.7	0.1	-1	-3	-26	0.9	-0.4
CC(C)C[C@@H](COc1ccccc1)N1CCN(CC(C)C)CCC1=O
 : -1	-13	4	0.7	2.3	-9	-3	-9	-0.6	0.2
COC(=O)c1ccc2nc(-c3ccc4c(c3)OCO4)cn2c1
 : -5	-11	-6	1.6	3.2	9	-1	40	-0.2	-0.1
Cc1ccc(CNC(=O)C2CCC(=O)N2C2CCCCC2)cc1 (configuration not stated)
 : 4	-8	-3	1.4	-0.4	-8	.	1	-0.1	-0.2
O=C(CCNS(=O)(=O)c1ccc(Br)cc1)Nc1cccc(F)c1
 : 2	-8	-1	0.6	1.1	0	-4	12	1.1	-1.7
COc1ccc(CCNC(=O)c2ccc(S(=O)(=O)N(C)c3ccccc3)cc2)cc1OC
 : 0	-9	4	0.8	1.7	-3	-3	-3	2.0	-2.7

Of the compounds above, 2 contain bromine.
Values run as follows: DAGLB inhibitor	PvdQ inh	Rtt109 Vps75	Ecoli viability	AddAB inh	Tat export inh	Wnt act	PfHsp90 set2	phage Ecoli inh	CAL PDZ inh
O=C(Nc1ccccc1)c1ccc(Br)c(S(=O)(=O)Nc2cccnc2)c1
 : 0	-4	-1	3.8	5.1	-17	.	1	3.8	0.1
O=C(CCNS(=O)(=O)c1ccc(Br)cc1)Nc1cccc(F)c1
 : 2	-8	-1	0.6	1.1	0	-4	12	1.1	-1.7

Carrying on:
Values run as follows: DAGLB inhibitor	PvdQ inh	Rtt109 Vps75	Ecoli viability	AddAB inh	Tat export inh	Wnt act	PfHsp90 set2	phage Ecoli inh	CAL PDZ inh
COc1cc(NC(=O)CCN2CC(C)OC(C)C2)cc(OC)c1 (configuration not stated)
 : -1	-26	-15	-3.9	-1.2	-8	1	-8	1.6	.
N#CCc1nn(-c2ccc(Cl)cc2)c(N)c1C#N
 : -3	-12	-2	-0.7	3.5	-5	-1	-7	2.3	-0.1
COc1ccc(Nc2nnc(SCC(=O)NC3CCS(=O)(=O)C3)s2)cc1 (configuration not stated)
 : 2	-12	-7	.	.	0	13	22	2.9	-0.8
O=C(NC1CCCC1)C(c1ccccc1)N(C(=O)c1csnn1)C1CCCC1 (configuration not stated)
 : -3	6	-5	-0.8	4.2	-1	0	-13	1.6	-0.6
Cc1noc(/C=C/N(C)C)c1S(=O)(=O)N1CCCC(C(=O)NC2CCCCC2)C1 (configuration not stated)
 : 2	1	1	-1.0	-0.8	-3	-5	6	1.9	-0.3
CCc1ccccc1N(CC(=O)NC(C)c1ccccc1)S(C)(=O)=O (configuration not stated)
 : -3	-12	-3	-1.9	2.1	-4	-2	5	0.6	-1.8
Cc1ccc(NC(=O)NCCN2CCCCC2)cc1C
 : 5	-8	3	-1.6	2.8	-5	1	-25	2.7	-8.0
C/C(=N\NC(=O)c1cc2ccccc2cc1O)c1ccccn1
 : -2	8	-16	-0.5	4.1	-14	14	92*	-2.2	-2.3
O=C(O)CCCCCNc1nc(-c2ccccc2)nc2ccccc12
 : 2	-10	2	-1.1	1.5	-5	-1	10	-1.0	0.2
COc1ccc(CN(C)C(=O)CNC(=O)Cc2cccc3ccccc23)c(OC)c1OC
 : 0	2	0	1.4	5.6	-3	-4	-11	0.6	-1.7
Cc1ccc(C(=O)NNC(=O)Cc2nc3nc(C)cc(C)n3n2)cc1
 : -1	8	-1	1.7	1.5	-14	0	7	1.2	-1.7
COCCN(C(=O)c1cc(-c2ccc(F)cc2)nc2ccccc12)c1c(N)n(CC(C)C)c(=O)[nH]c1=O
 : -3	4	19	.	.	-5	-1	.	1.7	-1.1
COCCNC(=O)/C(C#N)=C\c1ccc(CNS(=O)(=O)c2ccccc2)o1
 : 1	14	4	-2.3	-1.0	-5	-1	-7	-1.5	-0.7
COC(=O)C1=C(C)N(CC2CC2)C(=NCc2cc(OC)c(OC)c(OC)c2)N[C@H]1c1ccccc1
 : 2	-7	-6	-0.7	3.4	0	.	8	.	-1.4

Bioassay records deposited in PubChem by several laboratories.
